Screening results from PubChem.
IEC-6 tox – IEC-6 cytotoxicity, counter-screen for KLF5 inhibitors | inhibition, % at 5 µM | luminescence viability | actives 0.78% (n = 290,000) | AID 1825; in the data active means inhibition above about 22%;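 further: 0% = plate median of test compound wells and 100% = cytotoxic reference compound wells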
KLF5 inhibitor – kruppel-like factor 5 inhibition; DLD-1 KLF5 promoter-luciferase reporter, luminescence; AID 1700; actives 0.23% (n = 290,000); inhibition, % at 5 µM;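 active means inhibition above a per-plate limit of that plate's mean compound inhibition plus 3 SD, cut at about 60% in these data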;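 further: 0% = DMSO wells and 100% = LY294002 at 200 µM; higher means less KLF5 promoter-driven luciferase light; inactives centre near -14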
aSyn 5UTR inh – MLPCN primary screen, SNCA 5' untranslated region. alpha-synuclein 5'UTR reporter, inhibitor activity. inhibition, % (tested at 7.5 µM). actives 0.82% (n = 300,000); in the data active means inhibition above about 60%;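 further: H4 neuroglioblastoma cells stably carrying SNCA 5'UTR luciferase fusion; 0% = DMSO wells and 100% = positive control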
HSF-1 act – increases HSF-1 driven luciferase reporter signal; NIH3T3-HGL HSF-1 luciferase reporter, MG132, 8 h; 100% = twice DMSO control signal; actives 1.7% (n = 300,000); AID 504408; activation, % at 9 µM;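 active means mean replicate activation of at least 50% with a set share of replicates each reaching 50%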;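 further: 0% = median of the neutral control wells and 100% = twice that signal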
HSP90 refold inh – blocks HSP90-mediated luciferase refolding in reticulocyte lysate; inhibition, % at 5.6 µM; Rabbit reticulocyte lysate, luciferase refolding luminescence, 3 h; actives 0.91% (n = 290,000); AID 1789;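 active means inhibition above the screen-wide mean plus 3 SD, computed separately per campaign, cut at about 16% in these data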;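 further: 0% = DMSO wells and 100% = 60 µM geldanamycin wells; inhibitors lower the luminescence because luciferase stays unfolded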
GSK3 alpha inh – inhibitors of human GSK-3 alpha kinase | inhibition, % at 10 µM | actives 0.1% (n = 320,000) | ADP-Glo luminescence, 60 min | P49840 | AID 2650;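 in the data active means inhibition above about 50%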;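 further: GST-tagged GSK-3 alpha with peptide substrate and 25 µM ATP; 0% = DMSO neutral wells and 100% = GW8510 positive control wells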
Target sequence (P49840 whole entry, looked up): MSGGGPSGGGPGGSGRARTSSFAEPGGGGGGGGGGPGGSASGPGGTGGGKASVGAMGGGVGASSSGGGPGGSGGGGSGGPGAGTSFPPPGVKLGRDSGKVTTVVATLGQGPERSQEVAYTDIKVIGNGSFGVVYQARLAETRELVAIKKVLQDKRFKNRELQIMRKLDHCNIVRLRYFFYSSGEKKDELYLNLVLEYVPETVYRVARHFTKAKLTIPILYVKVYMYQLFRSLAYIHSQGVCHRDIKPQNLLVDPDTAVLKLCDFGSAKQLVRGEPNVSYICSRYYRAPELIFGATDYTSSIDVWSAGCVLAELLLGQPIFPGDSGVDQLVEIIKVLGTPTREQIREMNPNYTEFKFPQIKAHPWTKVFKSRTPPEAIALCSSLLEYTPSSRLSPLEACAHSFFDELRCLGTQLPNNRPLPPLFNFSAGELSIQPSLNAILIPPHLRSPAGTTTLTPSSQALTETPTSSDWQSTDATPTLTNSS
Platelet DG rel – platelet dense granule release activity; inhibition, %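 (compounds screened at 7.5 µM in platelet-rich plasma)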; human platelet-rich plasma, SFLLRN dense granule ATP release, luminescence; AID 1663; actives 0.22% (n = 300,000);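 active means mean replicate score, as percent of positive control, at or above 50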
Dyrk1A ADPGlo – blocks rat Dyrk1A kinase activity. Q63470. inhibition, % at 12.5 µM. ADP-Glo luminescence, NFATc1 peptide. actives 0.43% (n = 310,000); in the data active means inhibition above about 50%;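 further: plate controls were vehicle with enzyme for no effect and no enzyme for full effect; many of its hits are not listed in these tables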
HSF1 inhib – HSF1 inhibition; NIH3T3-HGL HSE-luciferase, MG132-induced, luminescence 8 h; active compounds read low; activity change, negative = inhibition, % at 7.5 µM (by protocol); AID 2098; actives 0.77% (n = 300,000);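 active means more than half of replicate wells show activity change below -50%, luminescence cut by over half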;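 further: luciferase reports HSF-1 transcriptional activity via heat shock element; 0% = median of DMSO wells and -100% = zero luminescence signal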
GSK3beta inhib – human GSK3beta kinase inhibition; P49841; GST-GSK3beta kinase, ADP-Glo luminescence, 60 min; active compounds read low; activity score (negative = inhibition), % at 10 µM; actives 0.038% (n = 300,000); AID 2097;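 active means more than half of replicate wells score below -50%, meaning over 50% inhibition versus plate controls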;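 further: 0% = median DMSO wells and -100% = median GW8510 positive control wells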
Target sequence (P49841 whole entry, looked up): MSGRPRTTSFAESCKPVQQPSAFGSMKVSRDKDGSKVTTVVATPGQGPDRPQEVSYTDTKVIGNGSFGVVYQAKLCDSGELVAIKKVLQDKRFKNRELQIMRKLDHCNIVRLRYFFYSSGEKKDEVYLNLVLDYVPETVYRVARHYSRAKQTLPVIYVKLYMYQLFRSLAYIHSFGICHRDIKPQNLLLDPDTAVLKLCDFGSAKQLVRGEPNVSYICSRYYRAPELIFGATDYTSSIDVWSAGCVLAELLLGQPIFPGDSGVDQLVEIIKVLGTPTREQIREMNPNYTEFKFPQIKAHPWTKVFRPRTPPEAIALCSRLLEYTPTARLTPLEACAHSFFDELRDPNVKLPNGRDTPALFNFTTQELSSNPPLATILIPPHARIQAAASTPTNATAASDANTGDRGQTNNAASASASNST
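Test system: GST-fused GSK3beta enzyme, cell-free | Quantity: 1.6 ng GST-GSK3beta enzyme per well | Reagent: 25 µM ATP with peptide substrate | Schedule: 60 min enzyme reaction, room temperature | Signal: Luminescent ADP-Glo measurement of ADP formed | Read-out basis: Score relative to plate controls | Control set: DMSO and 20 µM GW8510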
Starred values were filed as active, the others as inactive; nt = no result given. These rows are one share of the data (hit frequency here may not be typical).

SMILES	IEC-6 tox	KLF5 inhibitor	aSyn 5UTR inh	HSF-1 act	HSP90 refold inh	GSK3 alpha inh	Platelet DG rel	Dyrk1A ADPGlo	HSF1 inhib	GSK3beta inhib
CCOC(=O)CSc1nc2cc3c(cc2cc1CC)OCCO3	2	-34	-7	-12	0	2	0	7	3	4
CC(C)(O)[C@@H]1[C@@H]2C[C@@]3(CC[C@]4(C)C(CCC5[C@@]6(C)CC[C@H](O)C(C)(C)C6CC[C@]54C)[C@@H]13)C(=O)O2 (stereo partly specified)	nt	nt	12	2	nt	2	-3	nt	2	4
O=C(c1ccc(Cn2c(=O)[nH]c3ccccc3c2=O)cc1)N1CCN(c2ccccn2)CC1	0	12	25	15	1	-3	16	-1	3	5
O=C(Nc1ccncc1)c1cc(F)cc(F)c1	1	-16	-14	7	-2	nt	-2	8	1	-1
CCn1c(C(=O)O)c(CC(=O)N(C)c2ccc(OC)cc2OC)c2ccccc21	-3	-29	8	-3	-4	-5	0	-4	-2	4
COc1ccccc1OCc1ccc(C(=O)Nc2ccccc2F)cc1	-5	-67	-75	19	-4	0	10	-6	8	-1
CCC(C)[C@H](NC(=O)N1CC(=O)Nc2ccccc21)C(=O)N1CCC[C@H]1C(=O)O (stereo partly specified)	2	-14	-6	-2	0	-1	1	2	1	1
Fc1cc(F)c2nc(Nc3nc4c(F)cccc4s3)sc2c1	12	21	-218	27	6	-2	-6	4	6	0
COc1cc(C)c(Cl)cc1S(=O)(=O)N1CCCC1	0	-22	5	13	-3	2	2	-1	-3	2
Cc1ccc(-c2csc(NCCn3c(-c4ccncc4)nc4ccccc43)n2)cc1	11	-40	8	11	0	2	-6	0	8	3
COCCNC(=O)c1ccc(CN2CCC(Cc3ccccc3)CC2)cc1	2	-8	8	-10	1	1	-1	12	-5	1
COc1ccccc1Nc1ccc(N)cc1	1	9	-5	6	7	-1	-1	9	-1	2
Cc1ccc2c(c1)c1c3n2CCCNC3CCC1 (stereo unspecified)	0	-21	-1	-5	-3	nt	0	4	-1	2
Cc1ccc(S(=O)(=O)NNC(=O)c2cnn(-c3ccccc3)c2C(F)(F)F)cc1	3	-7	-23	-5	3	1	-1	-3	2	1
COC(=O)CSc1nc(-c2cccs2)ccc1C#N	4	-66	-305	47	-2	1	2	1	28	-7
Cc1cc(C)nc(N/N=C/c2c(C)oc3ccccc23)n1	6	-6	-8	0	3	0	0	-2	-8	1
Oc1ccccc1C1=NN(c2ccccc2)C(c2ccccc2)C1 (stereo unspecified)	-5	-19	21	0	-3	-1	-7	2	-2	-5
O=C1Nc2ccccc2SC(c2ccccc2)C1O (stereo unspecified)	-4	-51	2	-42	3	-1	5	7	-26	-5
CC1=C(C(=O)Nc2ccccc2)C(c2ccc(N(C)C)cc2)NC(=O)N1 (stereo unspecified)	-6	9	-3	-11	1	-5	3	-16	-13	-8
CCC(Sc1nc(N)c(NC(=O)c2ccc(OC)c(OC)c2)c(=O)[nH]1)C(=O)OC (stereo unspecified)	-4	-2	-18	-1	0	0	-8	-2	-3	-2
Oc1ccc(N=Cc2cc(Br)c(N3CCOCC3)o2)cc1	-5	-46	10	9	3	-1	0	-7	-3	0
N#CCC(=O)N1CCN(C=O)CC1	0	-9	18	nt	-3	-1	-6	6	nt	-3
CS(=O)(=O)N(CC(=O)Nc1c(F)cccc1F)c1cccc([N+](=O)[O-])c1	-3	-27	13	10	-1	2	-4	10	10	1
Nc1c(C(=O)N2CCCCC2)sc(=S)n1-c1ccccc1	4	-30	nt	nt	6	-2	-3	0	nt	4
Cc1ccc(S(=O)(=O)c2nc(S(=O)(=O)CCO)sc2N2CCOCC2)cc1	-1	-7	-96	-38	-6	-1	20	6	-22	-1
COc1ccc(-c2ccc3oc(-c4ccc(OC)cc4)c(-c4ccc(OC)cc4)c3c2)cc1	nt	nt	12	-6	nt	-3	-3	3	-4	2
CCc1ccccc1NC(=S)NCCSc1ccc(Cl)cc1	-2	21	26	0	-1	-2	7	nt	1	2
Cc1oc(C(=O)O)cc1CSc1nnc(-c2ccccc2)n1C	-5	-10	-1	-4	15	-1	-1	-5	-2	1
Cn1cnc(S(=O)(=O)N2CCN(C(c3ccccc3)c3ccccc3)CC2)c1	-1	0	15	13	-4	0	6	3	2	1
Cc1ccc(NC(=O)CSc2ccc(-c3ccco3)nn2)cc1	-8	-26	-24	4	-2	1	6	nt	1	2
O=C(Oc1ccccc1)c1ccc(NC(=O)c2ccco2)cc1	0	-14	-43	-5	-3	0	16	-1	13	4
CCc1cc(=O)oc2cc(C)cc(OC(C)C(=O)NCCN3CCOCC3)c12 (stereo unspecified)	-1	0	-9	-8	3	10	3	-2	-4	0
COCCNC(=O)c1ccc(-n2c(SCc3cc(F)ccc3F)nc3ccccc3c2=O)cc1	8	-12	40	10	5	-3	7	-3	-4	-2
Nc1nc(CN2CCN(c3ccccn3)CC2)nc(Nc2ccc(Cl)cc2)n1	9	-43	33	7	-3	-5	-1	-4	13	3
CC(=O)Nc1ccc(NC(=O)CCCSc2nc3ccccc3s2)cc1	2	-7	-6	-7	-3	2	4	nt	-9	-2
O=C(O)c1ccccc1C(=O)Nc1ccc(Oc2cccc3ccccc23)cc1	12	28	94*	nt	0	nt	4	5	nt	0
O=C(CNC(=O)c1ccccc1Cl)NCC(c1cccs1)N1CCOCC1 (stereo unspecified)	nt	nt	14	-2	nt	0	18	-13	-8	1
CC1(c2nnc(-c3ccc(Cl)cc3)o2)CC(c2cccnc2)=NO1 (stereo unspecified)	nt	nt	-4	2	nt	-2	1	nt	0	-7
Cc1ccc(C)c(NS(=O)(=O)c2cc(Br)cnc2N)c1	9	-10	-1	21	-1	-2	8	0	21	4
CCOC(=O)C1=C(C)N=C2c3ccccc3C(=O)C2C1c1ccc(Br)cc1 (stereo unspecified)	2	-2	27	-2	-4	11	-3	nt	9	1
CC1Cc2ccccc2N1CC(=O)NC(c1ccccc1)c1ccccc1 (stereo unspecified)	4	-16	17	-27	7	0	9	-7	-27	2
C=C(C)CSc1cc(C)c(C#N)c2nc3ccccc3n12	8	-2	3	17	2	3	-7	40	0	-5
O=C(CN1C(=O)NC2(CCCC2)C1=O)Nc1cccc(-c2nnc3n2CCCCC3)c1	2	-32	nt	nt	-1	2	nt	-4	nt	-2
COc1cccc(N(CC(=O)N/N=C(\C)c2cccs2)S(C)(=O)=O)c1	-14	-17	14	-7	-5	-1	-1	-9	-1	-1
CCOc1ccc2nc(-c3cc(NC(C)=O)ccc3O)sc2c1	-4	-5	-161	28	-2	-1	-1	-6	12	-5
Cc1cccc(-n2ncc3c2CCCC3NC(=O)Cc2c(C)noc2C)c1C (stereo unspecified)	2	4	-1	-12	-3	-2	2	1	-1	0
COc1ccc(C(=O)N2CCN(c3ccc([N+](=O)[O-])c(NCCc4ccc(OC)c(OC)c4)c3)CC2)cc1	1	-20	16	22	8	-2	-6	-1	0	-2
O=C(COc1ccc(Cl)cc1Cl)N1CCN(c2ccccn2)CC1	-4	-20	1	25	-3	-4	9	-7	11	-1
O=C(NCC1CCCO1)C(=O)N/N=C/c1cc(Cl)ccc1O (stereo unspecified)	-3	7	9	-18	-3	0	-5	-2	-15	0
O=C(CSc1nnc(-c2ccco2)n1-c1ccccc1)N1CCN(C(=O)c2ccco2)CC1	-3	-15	10	-13	1	3	1	-5	-4	-1
O=C(Nc1ccc(OC(F)F)cc1)c1ncc(Cl)c(Cl)c1Cl	10	23	-54	18	3	-4	-1	nt	-2	3
CC(C)c1nnc(NC(=O)CS(=O)(=O)Cc2ccccc2)s1	7	-32	-11	23	0	-6	-3	-3	5	7
COc1cccc(CN2CC(C(=O)N3CCCCCC3)CCC2=O)c1 (stereo unspecified)	0	-29	-4	-9	-6	-2	-4	-5	3	-2
O=c1c2ccccc2nc(-c2ccccc2)n1Cc1ccc(Cl)cc1	-6	-10	-4	13	2	-2	12	-1	4	1
Cc1ccc(-n2nnnc2SCc2ccccn2)cc1C	-5	-46	-23	-1	-1	0	-39	2	0	-2
Cc1ccc(C(=O)NC2CCN(CC(=O)Nc3ccccc3Cl)CC2)cc1	-7	-7	-2	5	2	3	-8	5	-9	nt
O=Cc1cc(Cl)ccc1OCCN1CCC(Cc2ccccc2)CC1	-1	-27	14	14	-1	1	6	3	2	2
CS(=O)(=O)Nc1ccc(C(=O)NCc2ccco2)cc1	-2	-28	-10	-5	0	-1	-2	3	0	2
O=C(NC(=S)Nc1nc(-c2ccc(Cl)cc2)cs1)c1cccs1	-5	-27	-31	-2	-1	-2	5	-3	0	4
CCCCc1ccc(NC(=S)N2CCCC(C)C2)cc1 (stereo unspecified)	-12	-8	-9	19	16	2	-8	1	-6	1

(next part)
SMILES	IEC-6 tox	KLF5 inhibitor	aSyn 5UTR inh	HSF-1 act	HSP90 refold inh	GSK3 alpha inh	Platelet DG rel	Dyrk1A ADPGlo	HSF1 inhib	GSK3beta inhib
CCCCCC(=O)Nc1ccc(C(=O)COC(=O)Cn2cnc3c2c(=O)n(C)c(=O)n3C)cc1	nt	nt	-9	-11	nt	-1	-2	12	-2	4
COc1cc(NC(=O)CN2C(=O)NC(C)(c3ccccc3)C2=O)c(C)cc1[N+](=O)[O-] (stereo unspecified)	2	7	-12	-12	2	5	7	-4	-2	2
COc1ccc(Oc2coc3c(CN4CCOCC4)c(O)ccc3c2=O)cc1	1	-27	18	9	8	-1	2	-8	5	3
CCN1CCCC1CNC(=O)Cn1ncc2c(=O)oc3ccc(C)cc3c21 (stereo unspecified)	-1	-74	-11	-11	4	0	0	7	-2	1
Fc1ccc(Nc2nnc(C(F)(F)F)s2)cc1Cl	2	-36	22	4	0	0	0	nt	-8	1
COc1ccc([N+](=O)[O-])cc1NC(=O)COC(=O)/C=C/c1ccco1	0	-15	0	18	-4	-1	-6	1	5	2
O=C1C2CCCN2C(c2ccccc2)N1c1ccc(F)cc1 (stereo unspecified)	0	1	-3	-6	-2	1	4	-7	-4	-4
COC(=O)[C@H](C)NC(=O)Nc1ccc(S(N)(=O)=O)cc1	-2	-21	-5	-4	0	-1	-4	0	-6	6
CCOc1ccc(NC(=O)CSc2nnc(-c3ccco3)n2N)cc1	-6	-24	9	20	-5	0	-2	-11	1	-2
CCOc1ccc(N=c2scc(-c3ccccc3)n2CCO)cc1	-4	-55	-104	27	1	1	3	-2	8	2
CC(C)c1nc(SCC(=O)Nc2nccs2)c2ccccc2n1	0	5	-9	17	-3	-2	-1	3	19	nt

Entries of single compounds, looked up by structure.
CC(C)c1nc(SCC(=O)Nc2nccs2)c2ccccc2n1 in the list: IEC-6 tox: 0; KLF5 inhibitor: 5; aSyn 5UTR inh: -9; HSF-1 act: 17; HSP90 refold inh: -3; GSK3 alpha inh: -2; Platelet DG rel: -1; Dyrk1A ADPGlo: 3; HSF1 inhib: 19; GSK3beta inhib: nt
CCOc1ccc(N=c2scc(-c3ccccc3)n2CCO)cc1 in the list: IEC-6 tox: -4; KLF5 inhibitor: -55; aSyn 5UTR inh: -104; HSF-1 act: 27; HSP90 refold inh: 1; GSK3 alpha inh: 1; Platelet DG rel: 3; Dyrk1A ADPGlo: -2; HSF1 inhib: 8; GSK3beta inhib: 2
